# Hsp70 inhibitors – Hsp70 inhibitors, probe displacement, primary screen, biochemical, fluorescence polarization (AID 583) | displacement, % at 20 µM, or IC50 in µM where a hit was titrated | 0.06% of 140,000 active | Hsp70 fluorescence polarization probe displacement, mP; higher % means a stronger effect; in the data active = displacement above about 50%;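 note: plate controls were vehicle for no effect and reference ligand for full effect; a part of the inactive calls stands beside numbers as strong as those of hits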
# Rat MKP-3 inhibitors – inhibition of rat DUSP6 enzyme activity – biochemical, in vitro, primary screen (AID 425) | 0.17% of 110,000 active | inhibition, % at 20 µM, or IC50 in µM where a hit was titrated | recombinant MKP-3 phosphatase activity, fluorescence; higher % means a stronger effect; in the data active = inhibition above about 50%;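 note: plate controls were vehicle for no effect and reference inhibitor for full effect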
# Numbers without * were called inactive; . = not tested or not shown; & = joins results of further samples. This is a subset; the hit share may differ from the screen's.
SMILES,Hsp70 inhibitors,Rat MKP-3 inhibitors
COc1ccc2c(OC)cc(-c3ccccc3)nc2c1,6.3%,.
O=S(=O)(c1ccc(Br)cc1)N1CCn2c(nc3ccccc32)C1,6.0%,6%
CS(=O)(=O)N(CC(=O)N1CCN(Cc2ccccc2)CC1)Cc1ccccc1,3.3%,2%
CCC(C)NS(=O)(=O)c1ccc(-c2csnn2)s1 (configuration not stated),6.3%,.
CCOC(=O)C1=C(C)NC(=O)NC1c1c(O)ccc2ccccc12 (configuration not stated),-0.4%,-2%
CCOC(=O)N1CCC(NC(=O)CN2C(=O)COc3ccc(C(C)(C)C)cc32)CC1,0.6%,8%
COc1ccc(/C=C2\C=C(c3ccc(C)cc3)OC2=O)cc1[N+](=O)[O-],-0.6%,8%
Cc1cnc(NC(=O)CN2CCN(c3ccccc3F)CC2)s1,1.9%,.
OCCN1CCN(Cc2cc(Br)cc(Br)c2O)CC1,-2.2%,-14%
O=C(CCCOc1ccccc1)Nc1cccc(Br)c1,0.5%,5%
OCC#CCSc1nnc(-c2ccccc2Br)o1,-1.1%,0%
CC(=O)Nc1nc2c(c3c1c(=O)oc1ccccc13)CCCC2,4.7%,-4%
CN(C)c1nc(N(C)C)nc(N2CC(=O)N(c3ccccc3)C2=N)n1,0.1%,2%
O=C(Nc1cccc(Cl)c1)Nc1ccc2c(c1)OCO2,-4.6%,-14%
Cc1ccccc1-n1c(-c2cccnc2)n[nH]c1=S,5.5%,4%
O=C(COc1ccccc1Cl)N1CCCC1,0.4%,-7%
CCn1c(CNc2ccc(OC)cc2)nnc1SCC(=O)c1ccc(OC)cc1,4.7%,-4%
COc1ccc(C(=O)Nc2ccc(N3CCCC3)cc2)cc1,3.6%,.
O=C1C2CC=C(Cl)CC2C(=O)N1CNc1ccccn1 (configuration not stated),1.8%,4%
CCNc1sc(C(=O)c2cccs2)c(N)c1C#N,2.9%,-7%

# Molecules listed so far containing bromine:
SMILES,Hsp70 inhibitors,Rat MKP-3 inhibitors
O=S(=O)(c1ccc(Br)cc1)N1CCn2c(nc3ccccc32)C1,6.0%,6%
OCCN1CCN(Cc2cc(Br)cc(Br)c2O)CC1,-2.2%,-14%
O=C(CCCOc1ccccc1)Nc1cccc(Br)c1,0.5%,5%
OCC#CCSc1nnc(-c2ccccc2Br)o1,-1.1%,0%

# Next results follow:
SMILES,Hsp70 inhibitors,Rat MKP-3 inhibitors
CN(C)CCCNC(=O)CN(c1cccc(Cl)c1)S(=O)(=O)c1ccccc1,4.8%,3%
O=C(NCc1cccs1)c1cc(-c2cccs2)on1,10%,1%
CCc1ccccc1NC(=O)CSc1nc2ccccc2n1CC(=O)N1CCCC1,2.1%,.
CC(C)(C)c1ccc(C(c2ccccc2)C2([N+](=O)[O-])C(=O)c3ccccc3C2=O)cc1 (configuration not stated),-0.3%,-3%
O=C(NN1C(=O)/C(=C/c2ccc(Cl)cc2Cl)SC1=S)c1ccccc1O,1.5%,0%
CC(C)n1c(SCC(=O)Nc2ccccc2)nc2c1c(=O)n(C)c(=O)n2C,1.7%,.
O=C(c1ccc(-c2cccc(C(F)(F)F)c2)o1)N1CCOCC1,2.0%,-12%
CCN(CC)C(=O)c1sc(NC(=O)c2cc(Cl)ccc2OC)c(C#N)c1C,-1.2%,0%
Cc1ccc(NC(=O)CC2Sc3ccccc3NC2=O)cc1 (configuration not stated),1.6%,0%
CC1(C)CC(NC(=O)C(=O)Nc2ccccc2)CC(C)(C)N1,.,1%
O=C1NC(=O)C(=Cc2ccc(OCc3cccc4ccccc34)cc2)C(=O)N1,4.8%,2%
CCCCOc1ccc(N(CC(=O)NC2CCCC2)C(=O)CCC(=O)Nc2ccccn2)cc1,5.4%,-6%
O=C(NCCc1ccccc1)c1ccc(-n2cnnn2)cc1,-1.7%,-7%
O=C(CN1CC(=O)Oc2ccccc21)OCC(=O)c1ccccc1,-3.7%,-8%
C=CCOc1cc(C)nc(-c2ccccc2O)n1,1.2%,.
c1ccc(NC2=Nc3ccccc3CCC2)cc1,-1.2%,-3%
O=C(COc1ccc2ccc(=O)oc2c1)Nc1cccc2ccccc12,0.8%,3%
CN1CCN(c2ccc(Cl)cc2NC(=O)c2cccc(S(=O)(=O)N(C)C)c2)CC1,4.6%,4%
CCc1ccc(C(=O)CC2(O)C(=O)N(CN3CCOCC3)c3ccccc32)cc1 (configuration not stated),3.6%,4%
COc1ccc(C(=O)Nc2cc(C)nc3ccccc23)cc1OC,-2.9%&4.6%,3%

# Some of the entries above in another layout:
# Each structure is followed by: Hsp70 inhibitors | Rat MKP-3 inhibitors
> c1ccc(NC2=Nc3ccccc3CCC2)cc1
→ -1.2% | -3%
> O=C(COc1ccc2ccc(=O)oc2c1)Nc1cccc2ccccc12
→ 0.8% | 3%

# The results go on.
SMILES,Hsp70 inhibitors,Rat MKP-3 inhibitors
Cc1ccc(CNC(=O)c2sccc2-n2cccc2)cc1,2.9%,-5%
CCOc1ccccc1N1CCN(C(=O)c2cc[n+]([O-])cc2)CC1,-3.9%,2%
CN(C)CC(O)COc1ccc(C(C)(C)c2ccc(OCC(O)CN(C)C)cc2)cc1 (configuration not stated),1.9%,-3%
CC1CN(C(=O)c2ccc3c(c2)OCO3)CC(C)O1 (configuration not stated),2.0%,.
Cc1ccc(C(=O)NC23CCC4CC(CC(C4)C2)C3)cc1,2.3%,4%
COc1ccc(OC)c(C2C(C(C)=O)=C(O)C(=O)N2CCN2CCOCC2)c1 (configuration not stated),3.0%,-6%
COc1nc(NCc2ccco2)nc(NC2CCCCC2)n1,-7.6%,.
O=C(Nc1cc(Cl)ccc1C(=O)O)c1cccs1,-1.8%,3%
O=C(NCc1ccc2c(c1)OCO2)c1cc2n(n1)C(C(F)(F)F)CC(c1ccc3c(c1)OCO3)N2 (configuration not stated),.,-8%
CCCCNCCOCCOc1ccc(OC)cc1,-9.0%,3%
O=C(CN(Cc1ccc(F)cc1)S(=O)(=O)c1ccccc1)N1CCCCC1,3.3%,-7%
O=C(NCCc1ccccc1)C1CCCN(S(=O)(=O)c2cccc3nsnc23)C1 (configuration not stated),-1.6%,-1%
O=C(CSc1nnnn1-c1ccccc1)Nc1ccc(Cl)cc1,1.6%,-11%
CCCCCOP(=O)(OCCCCC)C1(NS(=O)(=O)c2ccccc2)C=CC(=O)c2ccccc21 (configuration not stated),0.1%,.
CCCCN(CC)CCNC(=O)c1cc2c(C)nc3ccccc3c2o1,2.7%,-4%
COc1ccc(Cl)cc1S(=O)(=O)N1CCN(C(=O)c2cc(OC)c(OC)c(OC)c2)CC1,-1.4%,2%
CSCC[C@H](NC(=O)C1CCN(S(=O)(=O)c2ccc(C)cc2)CC1)C(=O)NCC1CCCO1 (some centres not stated),-2.4%,0%
Cc1ccc(C(=O)Nc2c(C(=O)N3CCC(C(N)=O)CC3)cnn2-c2ccccc2)cc1,-6.4%,0%
O=P(CCN1CCOC1c1cccnc1)(c1ccccc1)c1ccccc1 (configuration not stated),3.4%,-2%
CN1C(=O)/C(=C/c2ccc(-c3ccc(C(=O)O)cc3)o2)SC1=S,-31%,5%
COC(=O)c1cn(C(=O)c2ccco2)c2ccccc12,2.7%&-2.9%,-14%&1%
CC(=O)N1CCN(Cc2nc3cc(NC(=O)C4CCCCC4)ccc3n2C)CC1,-3.8%,-1%
O=C(Cc1ccccc1)Nc1cccc(-c2nc3ccccc3c(=O)o2)c1,-4.0%,3%
Cc1cc(Br)cc(/C=N/NC(=O)c2cncc(Br)c2)c1O,-5.8%,0%
Cc1c(-c2nc(N)nc(Nc3ccccc3)n2)oc2ccccc12,9.7%,-14%
Nc1nc(NCc2c(F)cccc2Cl)nn1-c1ccccc1,-4.9%,-4%
COc1ccc(C(=O)/C=C/Nc2cccc(C)c2)cc1,1.7%,4%
CCCS(=O)(=O)c1snnc1C,2.2%,.
CCc1nc(SCC(=O)NCCc2ccccc2)c2oc3ccccc3c2n1,1.8%,.
COc1ccc(/C=C2\SC(=S)N(CCCC(=O)Nc3c(C)n(C)n(-c4ccccc4)c3=O)C2=O)cc1,-0.1%,0%
CCOc1ccc(C(=O)Nc2ccc(NC(=O)c3ccccc3Cl)cc2)cc1Br,-4.2%,6%
O=C(CSc1ccccn1)c1ccc(F)cc1,4.7%,-2%
Cc1ccc(/C=C2/SC(=O)N(CNc3ccc(Br)cc3C)C2=O)cc1,-3.9%,3%
COc1ccc(S(=O)(=O)N(CC(=O)Nc2ccc(C(C)=O)cc2)c2ccc(C)cc2)cc1OC,2.9%,-5%
CCN(CC)c1ccc(Nc2nc(-c3sc(C)nc3C)cs2)cc1,-2.8%,0%
CC(C)(C)OC(=O)N1CCC[C@H]1c1nnc(SCc2ccccc2F)o1,-3.7%,-5%
COc1ccc(OCCSc2nnc(-c3ccc(OC)cc3)n2N)cc1,-3.9%,.
C=CCOc1ccc(-c2nc3sc4c(c3c(=O)[nH]2)CCCC4)cc1OC,-3.1%,3%
c1ccc(CCNC2=NCCCS2)cc1,-1.1%,-4%
CC(=O)CCc1c(C)[nH]c2ccccc2c1=O,3.0%,-6%
O=C(NNC(=O)c1cc([N+](=O)[O-])ccc1Cl)c1ccc([N+](=O)[O-])cc1,3.3%,-1%
COc1ccc(N2CCN(Cc3nc4c(c(=O)[nH]c(=O)n4C)n3CCCc3ccccc3)CC2)cc1,0.3%,-2%
CC1=C(C(=O)Nc2ccc(Br)cc2)C(c2ccc(C)cc2)NC(=O)N1 (configuration not stated),-2.8%,4%
CCCOc1c(Cl)cc(/C=N/O)cc1OCC,-1.5%,.
CC1=CC(C)(C)N2C(=O)C3(C(C#N)=C(N)Oc4cc(C)oc(=O)c43)c3cccc1c32 (configuration not stated),0.6%,-6%
CCc1ccc2[nH]c(=O)c(CN(CCN(C)C)C(=O)Nc3ccccc3)cc2c1,1.5%,-5%
Cc1cccc2cc(C#N)c(SCC(=O)Nc3ccccc3N3CCOCC3)nc12,-2.9%,.
O=C(COc1ccc([N+](=O)[O-])cc1)Nc1cc(C(F)(F)F)cc(C(F)(F)F)c1,0.1%,4%
CCC1(CC)Cc2ccccc2-c2nc(CN3CCOCC3)[nH]c(=O)c21,2.1%,-10%
Cc1cccc(CSc2nnc(-c3ccccn3)n2N)c1,2.9%,-5%
COc1ccc(C2Nc3ccc(C(=O)c4ccccc4)cc3NC3=C2C(=O)CC(C)(C)C3)cc1 (configuration not stated),5.2%,3%
C1CCN=C(Nc2nc3c(s2)CCCC3)CC1,1.9%,1%
O=C(Nc1ccc(Cl)c(C(F)(F)F)c1)c1ccccc1Br,4.6%,0%
Cc1ccc(C)c(NC(=O)/C=C/c2ccc(Cl)cc2)c1,0.0%,0%
CC(=NCCCn1ccnc1)c1c(-c2ccccc2)[nH]n(-c2nc3ccccc3s2)c1=O,0.5%,.
Cc1cc(C2(c3ccc(O)c(C)c3)OC(=O)c3ccccc32)ccc1O,1.3%,.
O=C(O)c1cc(N2C(=O)C=CC2=O)ccc1Cl,4.3%,0%
Cc1ccc(C(c2nnnn2C(C)(C)C)N(Cc2ccco2)Cc2cccs2)cc1 (configuration not stated),-3.0%,4%
Cc1ccc(CNC(=O)C(=O)Nc2cc(Cl)ccc2C)cc1,0.8%,2%
COc1ccc(Nc2nc(N3CCCC3)nc(N3CCCC3)n2)c(OC)c1,1.1%,.

# Arranged by length of the SMILES (highest first): three of the compounds above
SMILES,Hsp70 inhibitors,Rat MKP-3 inhibitors
CC(=NCCCn1ccnc1)c1c(-c2ccccc2)[nH]n(-c2nc3ccccc3s2)c1=O,0.5%,.
CC1=C(C(=O)Nc2ccc(Br)cc2)C(c2ccc(C)cc2)NC(=O)N1 (configuration not stated),-2.8%,4%
O=C(O)c1cc(N2C(=O)C=CC2=O)ccc1Cl,4.3%,0%

# Carrying on.
SMILES,Hsp70 inhibitors,Rat MKP-3 inhibitors
COc1ccc(N2CCN(C(=O)C(CCSC)N=C3NS(=O)(=O)c4ccccc43)CC2)cc1 (configuration not stated),1.2%,-4%
Cc1ccc(S(=O)(=O)Oc2ccc(/C=C3\SC(=S)NC3=O)cc2Br)cc1,-7.7%,7%
O=C(CCN1CCN(CCO)CC1)Nc1ccc(OCc2ccccc2)cc1,.,-4%
COc1ccc2c(c1)CCc1c(C(=O)N3CCOCC3)noc1-2,0.4%,8%
CCc1ccccc1N(C(=O)c1cccs1)C1C=CS(=O)(=O)C1 (configuration not stated),-6.5%,7%
CN(Cc1ccccc1)c1nc2c(c(=O)[nH]c(=O)n2C)n1C,1.2%,.
CN=C1SC(C(=O)O)CC(=O)N1C (configuration not stated),-3.2%,-6%
CCOC(=O)N/N=C/C=C/c1ccccc1,6.6%,2%
Cc1ccc(N2CC(C(=O)NCC3CCCO3)CC2=O)cc1 (configuration not stated),-2.2%,0%
O=C1S/C(=C/c2ccc(-c3ccc(F)cc3)o2)C(=O)N1c1ccccc1,-5.4%,-1%
Cc1ccc(-c2nc(CSCC(=O)N3CCOCC3)c(C)o2)cc1,4.7%,.
O=C(c1ccncc1)c1ccc(Br)cc1,-1.7%,-5%
O=C1c2ccccc2C(Nc2ccc3c(c2)OCO3)N1Cc1ccco1 (configuration not stated),-6.1%,-11%
CCN(C(=O)COC(=O)c1cnc(C)cn1)C1CCCCC1,4.6%,-9%
Cc1cc(N2C(=O)NC(=O)/C(=C\c3ccc(N4CCOCC4)o3)C2=O)ccc1Br,-144%,2%
CC(C)c1ccc(/C=C(\NC(=O)c2ccccc2)C(=O)NCc2ccco2)cc1,3.4%,2%
COc1ccc2nc(Nc3nc(C)cc(-c4ccccc4)n3)nc(C)c2c1,-3.9%,1%
COc1ccc(CCNC(=O)c2cc(-c3cccc(OC)c3)nc3ccccc23)cc1,-3.3%,7%
COc1cc(C=C2C(=O)N(C)C(=O)N(C)C2=O)ccc1OCCOc1ccc([N+](=O)[O-])cc1,1.3%,1%
CCN(CC)S(=O)(=O)c1cc(C(=O)Nc2ccccn2)ccc1C,3.2%,-11%
Cn1c(SCc2cccnc2)nnc1-c1c[nH]c2ccccc12,0.1%,0%

# A different layout for some results above:
Compound | Hsp70 inhibitors | Rat MKP-3 inhibitors
Cn1c(SCc2cccnc2)nnc1-c1c[nH]c2ccccc12 | 0.1% | 0%
COc1cc(C=C2C(=O)N(C)C(=O)N(C)C2=O)ccc1OCCOc1ccc([N+](=O)[O-])cc1 | 1.3% | 1%
